Screens: PubChem, Sanford-Burnham Center for Chemical Genomics
A3A deaminase = blocks human APOBEC3A ssDNA deamination | recombinant A3A, FAM/TAMRA ssDNA deamination fluorescence | P31941 | actives 0.41% (n = 330,000) | inhibition, % at 20 µM;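 active = at least 40% inhibition at 20 µM here, with at most 30% in a related deaminase screen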;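 note: plate controls were A3A with DMSO for no effect and wells lacking A3A enzyme for full effect; some results filed as inactive read as strong as hits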
Target sequence (P31941 whole entry, looked up): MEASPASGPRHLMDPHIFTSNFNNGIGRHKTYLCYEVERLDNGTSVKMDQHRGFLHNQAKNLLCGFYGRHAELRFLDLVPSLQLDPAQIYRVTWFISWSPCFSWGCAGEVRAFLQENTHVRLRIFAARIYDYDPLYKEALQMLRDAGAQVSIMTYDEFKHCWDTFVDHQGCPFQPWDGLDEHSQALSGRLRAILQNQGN
hIAP block = blocks human intestinal alkaline phosphatase; P09923; inhibition, % at 10 µM; purified IAP, CDP-Star luminescence, 30 min; actives 0.12% (n = 330,000);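 active = inhibition reaching a set limit with compound at 10 µM in the primary screen, cut at about 35% in these data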;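 note: plate controls were DMSO wells with enzyme for no effect and no-enzyme buffer wells for full effect; values of inactives mirror those of a sister screen read the other way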
mIAP block = mouse IAP inhibition; purified mouse IAP, CDP-Star luminescence, 30 min; inhibition, % at 10 µM; actives 0.2% (n = 330,000); AID 2806;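 active = inhibition of at least 40% at 10 µM in the primary screen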;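 note: plate controls were DMSO with enzyme for no effect and no enzyme wells for full effect; values of inactives mirror those of a sister screen read the other way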
mIAP act = increases mouse intestinal alkaline phosphatase activity; muIAP, CDP-Star luminescence, 30 min; active compounds read high; 1 = vehicle-only enzyme signal, 0 = enzyme-free wells; activation factor at 10 µM; actives 0.24% (n = 330,000); AID 2805;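 active = activation factor of at least 2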; note: the source names both 10 and 20 µM as test concentration; values of inactives mirror those of a sister screen read the other way
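Assay system: mouse IAP enzyme; reagent: chemiluminescent substrate CDP-Star; dosing: test compounds delivered from DMSO solution; schedule: 30 min at room temperature; measured by: luminescence from enzymatic CDP-Star hydrolysis; controls: DMSO-only wells and no-enzyme negative control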
ATG4B inh = ATG4B (human) cysteine protease inhibition. actives 0.51% (n = 340,000). inhibition, % at 8.33 µM. ATG4B cleavage of LC3-PLA2, NBD-HPC fluorescence, 1 h; in the data active = inhibition above about 40%
Target sequence (Q9Y4P1 whole entry, looked up): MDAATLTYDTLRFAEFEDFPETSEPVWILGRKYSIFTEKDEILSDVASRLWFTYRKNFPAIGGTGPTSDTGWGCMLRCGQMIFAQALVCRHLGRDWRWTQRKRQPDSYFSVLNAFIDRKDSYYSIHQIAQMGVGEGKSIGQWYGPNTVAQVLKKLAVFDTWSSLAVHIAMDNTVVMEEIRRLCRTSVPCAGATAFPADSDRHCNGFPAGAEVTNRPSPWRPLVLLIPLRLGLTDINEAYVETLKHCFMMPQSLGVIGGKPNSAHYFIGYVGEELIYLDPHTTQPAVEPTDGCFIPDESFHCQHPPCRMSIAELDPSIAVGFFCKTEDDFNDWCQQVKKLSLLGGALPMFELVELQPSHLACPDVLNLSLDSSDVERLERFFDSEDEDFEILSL
hIAP activ = increases human intestinal alkaline phosphatase activity. P09923. actives 0.16% (n = 330,000). activation factor at 10 µM. purified human IAP, CDP-Star luminescence, 30 min; active compounds read high; 1 = vehicle-only enzyme, 0 = enzyme-free background;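 active = activation factor of the enzyme at least 2-fold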; note: the source names both 10 and 20 µM as test concentration; values of inactives mirror those of a sister screen read the other way
HKDC1 inh = HKDC1 (human) hexokinase inhibition; Q2TB90; recombinant HKDC1, G6PDH/diaphorase resazurin coupled fluorescence; inhibition, % at 20 µM; actives 0.16% (n = 340,000);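 active = inhibition above about 35% when tested at 20 µM, limit read from the data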;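 note: plate controls were DMSO wells with enzyme for no effect and DMSO wells lacking enzyme for full effect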
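Test system: recombinant HKDC1 (HK5) hexokinase enzyme, produced in-house / Doses: 20 µM test compound, 1% DMSO / Timing: 90 min, room temperature / Detection: G6PDH/diaphorase-coupled fluorescence, 1 mM NADP, 100 µM resazurin, 525/613 nm / Control set: DMSO wells with and without enzyme mix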
PfGluPho inh = PfG6PD (Plasmodium falciparum) enzyme inhibition; PfGluPho enzyme, NADPH resazurin-diaphorase fluorescence; inhibition, % at 20 µM; actives 0.78% (n = 350,000);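 active = inhibition reaching at least a set limit at 20 µM in the primary screen, cut at about 59% in these data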;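 note: 0% = DMSO wells with substrate and 100% = DMSO wells lacking glucose-6-phosphate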
The depositor's hits bear a star; x = no result given.

SMILES	A3A deaminase	hIAP block	mIAP block	mIAP act	ATG4B inh	hIAP activ	HKDC1 inh	PfGluPho inh
CC(=O)N1CCOc2ccc(S(=O)(=O)N3C(C)CCCC3C)cc21 (stereo not given)	-4	12	9	0.91	-8	0.88	-11	9
O=C(NCCc1cccc(Cl)c1)c1cc([N+](=O)[O-])ccc1Cl	1	-1	-8	1.1	1	1	-6	-7
O=C(COC(=O)c1cc(=O)[nH]c2ccccc12)c1cccs1	3	-6	3	0.97	2	1.1	10	-6
Cc1ccccc1Nc1nnc(SCC2CCCCO2)s1 (stereo not given)	-3	-7	4	0.96	-6	1.1	3	-3
Cc1nc2ccccc2c2oc(C(=O)NCC3CCCO3)cc12 (stereo not given)	0	-2	5	0.95	-3	1	-7	6
N#C/C(=C\C=C\c1ccccc1)C(=O)Nc1ccccc1	-4	-8	1	0.99	-7	1.1	-7	4
O=C(CNC1=NCCC1)c1ccc(Cl)cc1	-4	18	12	0.89	-1	0.82	3	-13
Cc1ccc(S(=O)(=O)NCc2ccc(C(=O)N3CCN(c4ccccc4)CC3)cc2)cc1	0	28	-1	1	-3	0.72	-6	-4
COc1ccc(Cl)cc1NC(=O)C/C(C)=N/NC(=O)Cc1ccccc1	-7	-17	3	0.97	-4	1.2	-1	6
COc1cc2c3c(c1OC)C1(C=CC(=O)C=C1)CC3N(C(C)=O)CC2 (stereo not given)	0	-16	-1	1	-3	1.2	-3	12
CCC(c1nnc(SCC(=O)NCCc2ccc(OC)c(OC)c2)n1Cc1ccccc1)N(C)C (stereo not given)	-2	-4	-1	1	0	1	9	-1
O=C(Nc1c(Cl)cccc1Cl)c1cc(-c2ccco2)on1	2	-6	4	0.96	43*	1.1	0	10
S=C(NCc1ccccc1)NC1CCCCC1	-3	7	-4	1	4	0.93	-2	-6
Cc1ccc(NS(=O)(=O)c2cccc(C(=O)N3CCCCCCC3)c2)cc1	-3	-13	-1	1	8	1.1	2	-3
CC(=NNC(=O)c1cccc(S(=O)(=O)N2CCOCC2)c1)c1ccc(Cl)cc1	3	-21	5	0.95	-5	1.2	-5	2
COc1nc(NCc2ccco2)nc(NC2CCCCC2)n1	-2	4	-7	1.1	-7	0.96	-1	1
CCOC(=O)c1c(NC(=O)c2cccnc2)sc(C(C)=O)c1C	1	-10	-1	1	7	1.1	4	4
Cc1ccccc1N=C(NO)c1cccnc1	1	8	1	0.99	-3	0.92	-2	-4
O=S(=O)(c1ccc(NC(=S)NN=C(Cc2ccccc2)Cc2ccccc2)cc1)N1CCOCC1	-4	-26	16	0.84	6	1.3	-47	29
CC(Sc1nnc2ccccn12)C(=O)Nc1ccc2c(c1)OCO2 (stereo not given)	4	10	5	0.95	-8	0.9	7	12
O=S(=O)(c1ccc(Cl)c(F)c1)N1CCC(c2nc(-c3ccncc3)no2)CC1	-2	-2	-3	1	-3	1	12	-10
CCCC1=Nc2cc(C(=O)N3CCN(c4ccccn4)CC3)ccc2Sc2ccc(C)cc21	-4	-12	14	0.87	23	1.1	-2	14
O=C(Nc1cccc(C(F)(F)F)c1)c1cnccn1	-2	-2	12	0.89	-7	1	2	4
CCC1CCCCN1CCCNC(=O)c1ccc(/C=C2/Sc3ccccc3NC2=O)cc1 (stereo not given)	-5	-12	15	0.85	-7	1.1	0	-8
CS(=O)(=O)c1ccc2nc(NC(=O)CC3CCCC3)sc2c1	1	4	5	0.95	-18	0.96	-1	5
CSc1cccc(NC(=S)Nc2cc(C)ccc2C)c1	-7	-2	-33	1.3	-5	1	2	9
CCc1ccccc1NC(=O)[C@@H]1CCC(=O)N1C1OC(=O)c2c1ccc(OC)c2OC (stereo not given in full)	0	7	5	0.95	-6	0.93	6	-13
CCN(CC)c1ccc(-n2c(C)cc(C=O)c2C)cc1	-3	-19	5	0.95	1	1.2	-4	11
CCOC(=O)c1sc(-c2ccc(Cl)cc2)nc1O	2	-10	-6	1.1	3	1.1	-3	-2
COc1ccc(/C=C2\Oc3cc(OCC(=O)N4CC(O)C[C@H]4C(=O)O)ccc3C2=O)c(OC)c1OC (stereo not given in full)	-4	17	10	0.9	-24	0.83	0	-9
O=P(O)(CCCP(=O)(O)CCc1ccccc1)CCc1ccccc1	-6	2	9	0.91	1	0.98	-11	-11
COc1ccc(/C=N/NC(=O)CCCC(=O)NC2CCCCC2)cc1	0	11	-7	1.1	-2	0.89	-1	-15
CC(C)OC(=O)CSc1nnc(-c2cnccn2)n1-c1ccccc1	-1	-4	3	0.97	-4	1	-6	-5
CC(C)CN(C(=O)COC(=O)Cc1n[nH]c(=O)c2ccccc12)C1CCS(=O)(=O)C1 (stereo not given)	1	2	9	0.91	-9	0.98	-9	0
O=C(O)c1ccc(Nc2nc(-c3cccnc3)cs2)cc1O	2	-11	2	0.98	1	1.1	-2	-9
CC(C)(c1ccccc1)c1ccc(OCc2ccc(C(=O)O)o2)cc1	2	1	6	0.94	-1	0.99	5	-31
O=C(Nc1ccc(Cl)c(Cl)c1)c1cccc(S(=O)(=O)NCc2cccnc2)c1	5	-4	-12	1.1	-4	1	-2	2
CCCCNC(=O)c1cc(-c2ccc3c(c2)OCO3)on1	2	1	-2	1	2	0.99	-4	1
O=C(N=Nc1c(O)[nH]c2ccccc12)c1ccco1	2	3	6	0.94	-4	0.97	-3	17
Cc1ccc2c(CN3CCC(C)CC3)cc(=O)oc2c1C	3	8	-10	1.1	6	0.92	1	-1
CC[C@]12c3[nH]c4ccccc4c3CCN1C(=O)C(CC(=O)NCCCOC)C[C@@H]2C(=O)N1CCN(C(=O)C2CC2)CC1 (stereo not given in full)	0	-24	-4	1	-1	1.2	6	-5
CCCCOc1ccc(/C=C(\C#N)C(=O)NC2CC2)cc1	0	6	-2	1	-4	0.94	1	5
CCOc1ccc(CN(C)C(=O)c2cccc(S(=O)(=O)N3CCCC3)c2)cc1OC	1	14	6	0.94	-8	0.86	-4	0
COc1cccc(-c2c(C(=O)N/N=C/c3ccco3)nnn2-c2nonc2N)c1	-5	8	10	0.9	-8	0.92	-3	46
CCOc1ccc(NC(=O)CC2C(=O)NCCN2C(=O)c2ccc(Cl)cc2)cc1 (stereo not given)	-5	-10	-4	1	-4	1.1	-5	8
Nc1cc(S(=O)(=O)Nc2cc(Cl)ccc2Cl)ccc1N1CCCC1	3	0	11	0.89	0	1	4	8
CS(=O)(=O)Nc1ccc(C(=O)Nc2ccccc2C(=O)NCc2ccco2)cc1	-3	-46	7	0.93	-1	1.5	-7	-6
CSc1cccc(NC(=S)N2CCCN(Cc3ccc(F)cc3)C2)c1	2	2	-53	1.5	18	0.98	-5	11
COc1ccc(-c2cc(CNC(=O)CN(C)Cc3ccccc3)on2)cc1	-3	3	0	1	-4	0.97	-1	17
CCCNC(=O)C1(CC2CC(c3ccccc3)=NO2)CCN(C(=O)CCCCCBr)CC1 (stereo not given)	3	13	-10	1.1	0	0.87	-1	-9
O=c1c(-c2nc3ccccc3s2)cccn1Cc1ccc(Cl)c(Cl)c1	-3	2	-1	1	-3	0.98	1	-4
O=c1c2cc(-c3ccccc3)sc2ncn1-n1cccc1	-4	14	-5	1	-1	0.86	-5	8
Cc1ccccc1OCCC(=O)OCC(=O)N1c2ccccc2NC(=O)C1(C)C	9	-10	3	0.97	3	1.1	1	5
Cc1c(NC(=O)NCc2ccccc2)c(=O)n(-c2ccccc2)n1C	4	25	2	0.98	-2	0.75	-7	5
Nc1cc([N+](=O)[O-])ccc1Nc1ccccc1	1	25	7	0.93	-3	0.75	-2	10
O=C(NCc1ccncc1)c1cccc(S(=O)(=O)Nc2ccc(F)cc2)c1	-4	-8	-10	1.1	-2	1.1	1	-5
CCOC(=O)C(NC(=O)c1ccc(OC)cc1)(N1CCCC1=O)C(F)(F)F (stereo not given)	-1	-7	1	0.99	-3	1.1	-10	1
CCC(C)(C)c1ccc(OCC(=O)Nc2ccncc2)cc1	-6	-9	-13	1.1	-1	1.1	0	-10
CCOC(=O)c1c(NC(=O)N/N=C/c2ccc(O)c(OC)c2)sc(C(C)=O)c1C	8	2	-2	1	x	0.98	x	x
Cc1ccc(-n2c(C3CC3c3ccc(Cl)cc3)n[nH]c2=S)cc1 (stereo not given)	1	-24	4	0.96	6	1.2	10	16

The last five compounds of the section above come first, to join the parts.
SMILES	A3A deaminase	hIAP block	mIAP block	mIAP act	ATG4B inh	hIAP activ	HKDC1 inh	PfGluPho inh
O=C(NCc1ccncc1)c1cccc(S(=O)(=O)Nc2ccc(F)cc2)c1	-4	-8	-10	1.1	-2	1.1	1	-5
CCOC(=O)C(NC(=O)c1ccc(OC)cc1)(N1CCCC1=O)C(F)(F)F (stereo not given)	-1	-7	1	0.99	-3	1.1	-10	1
CCC(C)(C)c1ccc(OCC(=O)Nc2ccncc2)cc1	-6	-9	-13	1.1	-1	1.1	0	-10
CCOC(=O)c1c(NC(=O)N/N=C/c2ccc(O)c(OC)c2)sc(C(C)=O)c1C	8	2	-2	1	x	0.98	x	x
Cc1ccc(-n2c(C3CC3c3ccc(Cl)cc3)n[nH]c2=S)cc1 (stereo not given)	1	-24	4	0.96	6	1.2	10	16
O=C1CC(c2ccc(Cl)cc2)CC(O)=C1C=NCCN1CCNCC1 (stereo not given)	3	-8	8	0.92	x	1.1	x	x
COc1ccc(CCNC(=S)N2CCN(S(=O)(=O)c3ccc(Cl)cc3)CC2)cc1	-5	8	0	1	6	0.92	-11	-1
Cc1nnc(SCCn2c(N3CCN(C)CC3)nc3c2c(=O)[nH]c(=O)n3C)s1	2	-9	-4	1	-3	1.1	-9	-10
CCc1c(C)sc(NC(=S)N2CCN(C(=O)C3CCCO3)CC2)c1C(=O)OC (stereo not given)	-1	-25	-5	1.1	5	1.3	1	19
O=C1CCCN1CCC1CCN(C2CC(=O)N(c3ccc(F)cc3)C2=O)CC1 (stereo not given)	-2	4	9	0.91	3	0.96	-6	-6
N#C/C(=C\Nc1ccccn1)S(=O)(=O)c1ccc(Cl)cc1	-2	-22	-1	1	4	1.2	-3	-7
COc1ccc(NC(=O)c2ccccc2)cc1NS(=O)(=O)c1ccc(F)cc1	0	-7	-3	1	-8	1.1	-4	12
Cc1c(NC(=O)COC(=O)C2(c3ccccc3F)CCCC2)c(=O)n(-c2ccccc2)n1C	0	-17	-4	1	-2	1.2	-6	-6
Cc1ccc(CN2C(=O)C(=O)N(CC(N)=O)C2=O)cc1	-1	4	8	0.92	-1	0.96	2	-25
CC(CNC(=O)CN(C)CC(=O)Nc1ccccc1Br)c1ccccc1 (stereo not given)	1	-10	7	0.93	-2	1.1	-7	8
O=C(Cn1cc([N+](=O)[O-])ccc1=O)N1CCCc2ccccc21	3	4	-4	1	4	0.96	-1	-15
Cc1nn(C)c(C(=O)Nc2cccc(Nc3ccccc3)c2)c1[N+](=O)[O-]	-5	18	9	0.91	x	0.82	x	x
CCOC(=O)c1c(C)[nH]c(C(=O)COC(=O)/C=C/c2ccc3c(c2)OCO3)c1C	-3	15	5	0.95	8	0.85	-9	-4
COc1ccc(CN(C(=O)c2ccc(CN3CCOCC3)o2)C(C(=O)NCC2CCCO2)c2ccc(F)cc2)cc1 (stereo not given)	0	3	-4	1	0	0.97	-6	-1
CCOC(=O)C1(Cc2ccc(OC)cc2)CCN(C(=O)c2ccc3[nH]ccc3c2)CC1	5	2	-7	1.1	-12	0.98	0	-4
COc1ccc(CNC(=O)CN(C)S(=O)(=O)c2ccc3c(c2)c(=O)n(C)c(=O)n3C)cc1	3	-2	3	0.97	2	1	-8	7
